PMI act satM6P: PMI (human) activation, high substrate; P34949; coupled PMI enzyme assay, resazurin fluorescence, 20 min; active compounds read high; 1 = untreated enzyme, 0 = substrate-free blank; activation factor at 20 µM; 0.34% of 190,000 active;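 active means activation factor of 2 or more at 20 µM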
Target sequence (P34949 whole entry, looked up): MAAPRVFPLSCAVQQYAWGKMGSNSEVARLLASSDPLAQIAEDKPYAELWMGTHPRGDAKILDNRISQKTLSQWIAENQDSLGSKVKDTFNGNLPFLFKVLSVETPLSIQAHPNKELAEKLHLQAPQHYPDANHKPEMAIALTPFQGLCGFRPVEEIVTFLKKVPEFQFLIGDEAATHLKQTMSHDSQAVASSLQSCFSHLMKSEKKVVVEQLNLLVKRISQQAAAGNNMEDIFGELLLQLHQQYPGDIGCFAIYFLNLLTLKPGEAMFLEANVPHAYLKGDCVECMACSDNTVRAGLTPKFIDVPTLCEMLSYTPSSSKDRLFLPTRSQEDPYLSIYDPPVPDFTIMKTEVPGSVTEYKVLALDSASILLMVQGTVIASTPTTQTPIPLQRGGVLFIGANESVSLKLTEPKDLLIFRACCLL
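assay system = human phosphomannose isomerase with PGI, G6PDH, diaphorase coupling enzymes | quantity = 15 ng/mL PMI | incubation = enzyme reaction with compound 20 min at room temperature | medium = HEPES pH 7.4 buffer with MgCl2 and Tween-20 | compound dosing = one concentration, 20 µM, in 1% DMSO | measured by = Diaphorase-driven resazurin-to-resorufin fluorescence, excitation 544, emission 590 nm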
S1P3 antagonist: S1P3 (human) receptor antagonism | CHO S1P3 NFAT-BLA reporter, FRET fluorescence, antagonist mode | 0.27% of 170,000 active | AID 485 | inhibition, % at 4.98 µM | Q99500;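 active means inhibition above the plate cutoff, the mean inhibition of test wells on that plate plus 3 SD, cut at about 28% in these data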;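 further: cells challenged with S1P at its EC80 of 0.8 µM; blue over green emission ratio from cleaved BLA substrate after 4 h stimulation; 0% = S1P-stimulated wells and 100% = unstimulated DMSO-only wells; some compounds past the cut are filed as inactive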
PPARg SRC-3 ag: agonists of human PPARgamma SRC-3 coactivator recruitment; P37231; biochemical PPARgamma/SRC-3 coactivator recruitment assay; activation, % at 8 µM; 0.26% of 200,000 active; AID 731; in the data active means activation above about 23%;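 further: 0% = DMSO and 100% = reference agonist; some compounds past the cut are filed as inactive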
Target sequence (P37231 whole entry, looked up): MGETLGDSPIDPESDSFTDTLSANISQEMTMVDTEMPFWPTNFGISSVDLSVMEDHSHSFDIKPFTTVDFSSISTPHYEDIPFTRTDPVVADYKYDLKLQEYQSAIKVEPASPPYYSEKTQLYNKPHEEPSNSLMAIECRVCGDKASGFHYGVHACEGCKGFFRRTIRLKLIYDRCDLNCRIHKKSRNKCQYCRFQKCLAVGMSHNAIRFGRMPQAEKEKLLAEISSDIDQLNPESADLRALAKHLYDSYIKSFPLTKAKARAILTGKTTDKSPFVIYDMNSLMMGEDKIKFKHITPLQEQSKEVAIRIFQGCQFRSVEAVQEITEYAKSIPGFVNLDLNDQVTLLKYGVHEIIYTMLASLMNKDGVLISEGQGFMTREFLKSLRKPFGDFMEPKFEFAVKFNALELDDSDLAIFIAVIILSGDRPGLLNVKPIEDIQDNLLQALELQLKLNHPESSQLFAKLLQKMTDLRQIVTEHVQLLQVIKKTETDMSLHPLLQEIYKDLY
G6PDH CS: L. mesenteroides G6PDH inhibition counter-screen. Purified L. mesenteroides G6PDH, diaphorase/resazurin coupled fluorescence, 45 min. 0.12% of 200,000 active. AID 1020. inhibition, % at 5 µM; in the data active means inhibition above about 50%
SRC2 TRFRET art: counter-screen for PPARgamma SRC-2 recruitment agonists: TR-FRET artefact; TR-FRET ratio at 8 µM; 0.4% of 200,000 active; active compounds read high; AID 1049; in the data active means TR-FRET ratio above about 2000; further: inactives centre near 1500
PPARg SRC-1 ag: promotes SRC-1 coactivator recruitment by human PPARgamma; P37231; PPARgamma-SRC-1 coactivator recruitment biochemical assay; activation, % at 8 µM; 0.41% of 200,000 active; in the data active means activation above about 19%;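 further: 0% = DMSO and 100% = reference agonist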
PPARg SRC2 recr: PPARgamma-driven SRC-2 recruitment agonism; P37231; PPARgamma LBD-SRC-2 recruitment, biochemical; activation, % at 8 µM; 0.34% of 200,000 active; AID 1032; in the data active means activation above about 22%;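 further: 0% = vehicle and 100% = reference agonist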
ROMK mod: modulates human ROMK potassium channel activity. P48048. Tet-inducible ROMK, thallium flux fluorescence; actives lie on both sides. B-score at 10 µM. 2% of 130,000 active. AID 1918;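 active means signal ratio slope over the read window, or its plate-corrected B-score, at least 3 SD from the plate mean, either direction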;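 further: B-score of the F/F0 ratio slope over 7 to 12 s after thallium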
Diaphorase inh: diaphorase inhibition or chemical oxidation counter-screen; inhibition, % at 20 µM; diaphorase resazurin-to-resorufin fluorescence, NADH, 16 min; bacterial (C. kluyveri) enzyme, not human; 0.69% of 190,000 active;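 active means primary screen inhibition at 20 µM above a set limit, cut at about 50% in these data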;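 further: plate controls were DMSO with full reaction for no effect and wells lacking NADH for full effect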
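Assay system – diaphorase enzyme from Clostridium kluyveri · Amount – diaphorase 0.14 U/mL (working solution) · Times – reaction incubation of 16 min at room temperature · Controls – No-NADH positive control and DMSO neutral control · Signal – resorufin fluorescence 544/590 nm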
Diaph act CS: counter-screen for diaphorase-based assays: diaphorase activators and chemical reducers | 0.005% of 190,000 active | activation factor at 20 µM | AID 1229 | Diaphorase/resazurin coupled assay, resorufin fluorescence, 16 min; active compounds read high; 1 = vehicle wells, 0 = NADH-free wells;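 active means diaphorase activity raised at least twofold by the compound at 20 µM; inactive means activation factor below 2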
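Material: bacterial diaphorase enzyme (C. kluyveri); amount: enzyme 0.07 U/mL final; reagent: NADH substrate 0.114 mM plus resazurin dye 0.1 mM, final; doses: single compound dose of 20 µM, 1% DMSO final; timing: 16 min enzyme reaction, ambient temperature; measured by: fluorescence of resorufin, 544 nm excitation, 590 nm emission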
PMI act: increases human mannose-6-phosphate isomerase activity. purified human PMI, coupled resazurin fluorescence, 20 min; active compounds read high; 1 = vehicle control, 0 substrate-free wells. 0.005% of 190,000 active. activation factor at 20 µM. AID 1214. P34949;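 active means activation factor of 2 or more at 20 µM, relative to plate controls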
An asterisk follows results filed as active; nt = not tested or not shown.

structure	PMI act satM6P	S1P3 antagonist	PPARg SRC-3 ag	G6PDH CS	SRC2 TRFRET art	PPARg SRC-1 ag	PPARg SRC2 recr	ROMK mod	Diaphorase inh	Diaph act CS	PMI act
CCOC(=O)CN1C(=O)CN(c2ccc(C)cc2)C1=O	1	-15	2	-6	1663	4	3	nt	5	1	0.9
CCCn1nc(C(=O)Nc2ccc(S(=O)(=O)Nc3nccs3)cc2)c2ccccc2c1=O	1	nt	0	7	1446	-2	-7	0.23	26	0.7	1
COc1cc(OC)cc(C(=O)Nc2ccc(S(=O)(=O)Nc3ncccn3)cc2)c1	1.1	-2	5	10	1485	4	-1	-0.56	6	0.9	1
COc1cc(OC)c(OC)cc1/C=N/n1c(C)nnc1C	1	-46	-2	8	1638	8	9	nt	17	0.8	1.1
CCN(CC)C(=O)CCSc1nnc(-c2ccncc2)o1	1	-9	4	1	1532	-1	11	0.84	15	0.9	1.1
Cn1c(=O)[nH]c(=O)c2c1nc(Br)n2Cc1ccccc1F	1	-33	7	7	1577	2	4	0.014	-3	1	1
CCOC(=O)N1CCN(C(=O)CCCn2c(=S)[nH]c3ccsc3c2=O)CC1	1	-6	4	3	1562	7	0	-0.36	28	0.7	1
O=C(NCc1ccccc1)C(c1ccc(F)cc1)N(Cc1cccs1)C(=O)c1cnccn1 (stereo not given)	1.1	-16	2	-5	1555	2	-2	0.064	1	1	0.9
Cc1cc(C)c(C)c(OCC(=O)N2CCOCC2)c1	1.1	nt	5	5	1570	-5	7	-0.11	-6	1.1	1.1
O=C1c2oc3ccccc3c(=O)c2C(c2cccnc2)N1Cc1ccco1 (stereo not given)	1	-24	-2	-16	1456	-2	-6	nt	10	0.9	0.9
COc1ccc(C)cc1NC(=O)CN1CCN(c2ccccc2F)CC1	0.8	-17	0	-1	1609	8	7	nt	27	0.7	0.9
O=C(Oc1ccc2ccccc2c1Br)N1CCCCCC1	1	nt	5	-1	1552	4	2	nt	17	0.8	0.9
Cc1ccc(C(=O)COC(=O)C2CC(=O)N(c3nc(-c4ccccc4)cs3)C2)cc1 (stereo not given)	0.9	nt	0	0	1528	1	6	0.32	30	0.7	0.9
COc1ccc(-n2nc(N)c(C(N)=O)n2)cc1	1	-8	9	1	1714	8	4	-0.56	0	1	1
CCC1(CC)N([O-])C(C)=C(c2ccccc2)[N+]1=O	0.9	nt	-1	4	1528	5	-2	nt	22	0.8	0.9
NC(=O)c1c(NC(NC(=O)c2ccco2)C(=O)c2ccc(Cl)cc2)sc2c1CCCC2 (stereo not given)	1.1	nt	3	-5	1408	4	8	0.78	19	0.8	1
O=C(O)COn1c(-c2ccccc2)nc2ccc(Cl)cc21	1	-7	6	0	1676	5	3	0.28	8	0.9	1
CCOc1ccc(-c2csc(NC(=O)C3CCCO3)n2)cc1 (stereo not given)	0.9	-27	8	-28	1575	4	8	-0.71	14	0.9	0.9
NC(=O)c1ccc(C(F)(F)F)n(Cc2ccc(F)c(F)c2)c1=O	0.9	-4	3	4	1827	0	1	-0.54	17	0.8	0.9
CCCC(=O)Nc1cccc(NC(=O)CN2CCN(c3ccccc3OC)CC2)c1	0.8	-16	2	10	1807	-4	-2	-0.19	17	0.8	0.9
O=C(NCC(c1cccnc1)N1CCOCC1)c1ccco1 (stereo not given)	1.2	nt	-2	5	1513	0	-2	0.14	5	0.9	1
O=C(Cn1cnc2c(nnn2-c2ccc(F)cc2)c1=O)N1CCCc2ccccc21	0.9	1	-10	-4	1450	-10	-4	0.27	25	0.7	0.9
COc1cccc(C(C(=O)NCC2CCCO2)N(CC2CCCO2)C(=O)CN2C(=O)c3ccccc3S2(=O)=O)c1 (stereo not given)	0.9	-23	0	10	1560	1	-5	0.63	13	0.9	0.9
CN(C)c1ccc(C(=O)Nc2cc(C(F)(F)F)ccc2-n2cncn2)cc1	1.1	nt	0	-1	1285	2	2	1.1	-5	1.1	1
CC(=O)Nc1ccc(C(=O)OCC(=O)NC2CCCCCCC2)cc1	1	4	-1	0	1535	4	-1	nt	5	0.9	1.2
Brc1ccccc1OCCOc1cccc2cccnc12	0.9	14	-1	-12	1566	-2	10	nt	14	0.9	1
Cc1nn2c(NCCCN3CCOCC3)c3c(nc2c1-c1ccccc1)CCC3	0.8	-38	4	8	1558	3	5	nt	23	0.8	0.9
COCCn1c(C)cc(/C=C2/NC(=O)N(c3cccc(Cl)c3)C2=O)c1C	1	12	6	4	1225	0	-7	0.65	7	0.9	1
CCC(CO)NC1=CC(=O)CCC1 (stereo not given)	0.9	1	1	7	1629	3	16	0.83	6	0.9	1
Cc1ccc2nc(SCC(=O)c3c(C)[nH]c4ccccc34)[nH]c2c1	0.9	-2	4	22	1662	0	-5	0.61	18	0.8	1
Cc1nc2ccccc2c(C)c1C(=O)c1ccccc1	1.1	9	5	6	1797	4	16	-0.79	11	0.9	1
Cc1ccc(NC(=O)COC(=O)C2CC3C=CC2C3)cc1S(=O)(=O)N1CCCCC1 (stereo not given)	0.9	-13	5	-16	1546	9	-1	nt	25	0.7	0.8
COc1ccc(C(=O)Nc2cc(C)on2)cc1	1.1	-20	-4	5	1415	0	4	nt	4	1	1.1
c1cc2c(cc1-c1[nH]ncc1CN1CC3C[C@@H]4CC1C[C@H](C3)C4)OCO2	1.1	-7	-1	9	1441	8	-4	0.0096	3	1	1
O=C(CCC(=O)NNC(=S)Nc1ccccc1)NCc1ccccc1	0.9	nt	0	-12	1567	-10	-3	0.7	21	0.8	0.9
CCOc1cc2[nH]c(=O)n(CCCCC(=O)NC3CCCCCC3)c(=O)c2cc1OCC	1	-4	0	5	1499	-4	7	0.27	6	0.9	0.9
Cc1c(C(=O)NCc2ccc3c(c2)OCO3)oc2ccc(S(=O)(=O)N3CCC(C)CC3)cc12	0.8	nt	-1	4	1525	5	3	nt	26	0.7	0.9
O=C(Nc1cccc(F)c1)N1CCN(C/C=C/c2ccccc2)CC1	0.9	nt	9	-1	1491	4	2	nt	8	0.9	0.9
COc1ccc(Oc2cc(C)nc(Cl)n2)nn1	1.1	0	1	-8	1618	11	6	-0.58	-15	1.2	1.1
O=C(CCS(=O)(=O)c1cccc2nsnc12)N1CC(=O)N(CCc2ccccc2)C(=O)C1	1	nt	-3	9	1384	2	9	0.01	19	0.8	0.8
c1ccc(OCc2nc3ccccc3s2)cc1	0.9	26	5	-12	1742	2	5	nt	17	0.8	0.9
CCCCNC(=O)c1c(O)c2cccc3c2n(c1=O)CCC3	1	-10	5	-25	1387	-4	5	0.49	20	0.8	0.9
COc1ccc(C(NC(=O)CNC(C)=O)C(=O)Nc2ccc3c(c2)OCCO3)cc1 (stereo not given)	1	-12	1	9	1585	3	1	0.87	6	0.9	1
O=C1N(Cc2cccnc2)C[C@@H]2C[C@@H](c3ccc4nonc4c3)N3CCC[C@@]123	0.9	-1	9	21	1719	5	9	0.22	21	0.8	1.1
COc1ccc(/C=N/NC(=O)Nc2nonc2N)cc1	1	nt	-5	6	1540	3	-2	0.34	9	0.9	0.9
CCC(=O)c1ccc(OC(=O)c2ccc(Br)o2)cc1	nt	20	2	nt	1401	2	8	nt	nt	nt	nt
CC(=O)Nn1cnc2c(c1=O)C1(CCCC1)Cc1ccccc1-2	0.8	nt	5	34	1574	7	0	-0.79	17	0.8	0.8
O=c1nc2sc3ccccc3n2c(=O)n1-c1cccc(Cl)c1	1	nt	-8	6	1331	5	7	nt	-4	1	1
CCOC(=O)C1(CCCc2ccccc2)CCN(C(=O)C2=C(C)OCCO2)CC1	0.9	1	-2	9	1602	5	-1	-1.1	18	0.8	0.9
CCOC(=O)c1c(N)sc2c1CCSC2	1.3	nt	9	-1	1657	10	5	-0.021	22	0.8	1.1

Filtered by structure: those above with a CF3 group.
structure	PMI act satM6P	S1P3 antagonist	PPARg SRC-3 ag	G6PDH CS	SRC2 TRFRET art	PPARg SRC-1 ag	PPARg SRC2 recr	ROMK mod	Diaphorase inh	Diaph act CS	PMI act
NC(=O)c1ccc(C(F)(F)F)n(Cc2ccc(F)c(F)c2)c1=O	0.9	-4	3	4	1827	0	1	-0.54	17	0.8	0.9
CN(C)c1ccc(C(=O)Nc2cc(C(F)(F)F)ccc2-n2cncn2)cc1	1.1	nt	0	-1	1285	2	2	1.1	-5	1.1	1

The listing continues:
structure	PMI act satM6P	S1P3 antagonist	PPARg SRC-3 ag	G6PDH CS	SRC2 TRFRET art	PPARg SRC-1 ag	PPARg SRC2 recr	ROMK mod	Diaphorase inh	Diaph act CS	PMI act
COc1ccc(NC(=S)NC(NC(=O)c2ccc(Cl)cc2Cl)C(Cl)(Cl)Cl)c([N+](=O)[O-])c1 (stereo not given)	0.9	nt	5	-5	1547	6	6	nt	16	0.8	0.8
CCOC(=O)c1sc2nc(NC(=O)COc3ccccc3)sc2c1C	1.2	0	-2	1	1461	7	-7	nt	3	1	1.1
CC(C)Cc1nc(N2CCC(C(N)=O)CC2)c2nnn(Cc3ccccc3)c2n1	1.1	6	15	7	1575	-3	7	nt	-8	1.1	1.1
O=C1C2CCCN2C(c2cccc(Br)c2)N1c1ccc(F)cc1 (stereo not given)	1	1	10	5	1633	0	11	nt	10	0.9	1.1
CCOC(=O)N1CCN(c2c(-c3ccc(C(C)C)cc3)c(=O)c2=O)CC1	1	39	2	2	1409	0	-3	nt	8	0.9	1
N#Cc1cc2c(=O)n3ccccc3nc2n(CC2CCCO2)c1=N (stereo not given)	nt	nt	12	nt	1339	0	4	0.83	nt	nt	nt
Cn1cnc([N+](=O)[O-])c1C(=O)Nc1cccc([N+](=O)[O-])c1	1	-17	1	6	1473	0	-2	-0.014	-7	1.1	1
Cc1cccc(NC(NC(=O)Cc2ccccc2)C(Cl)(Cl)Cl)c1 (stereo not given)	1	-4	-1	-3	1378	0	3	-0.11	10	0.9	0.9
Cc1ccc(/C=N/Nc2nc3ccccc3[nH]2)s1	1.1	7	10	-23	1658	15	3	nt	-6	1.1	1
CCC(=O)Nc1ccc(Cl)c(NC(=O)c2ccc([N+](=O)[O-])cc2)c1	1.1	0	3	7	1612	6	2	nt	7	0.9	1.1
O=C(Cc1ccccc1)NC1CCN(Cc2ccccc2)CC1	1.1	3	-3	-1	1632	8	8	0	0	1	1.2
CC(=O)N1CCN(S(=O)(=O)c2ccc(Cl)cc2F)CC1	1	-19	2	-3	1406	-7	3	-0.071	9	0.9	1.1

From PubChem
